# Screens from PubChem BioAssay.
# TRPML3 agonist = human mucolipin-3 channel agonism; HEK293 TRPML3-YFP, Fluo-8 calcium fluorescence; 100% = the carbachol control signal; AID 1448; activation, % at 3 µM; 220,000 tested, 0.29% active;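 active = activation above its plate's cutoff, the mean activation of the plate's test wells plus 3 SD, cut at about 12% in these data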;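 also: 0% = DMSO only wells and 100% = carbachol wells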
#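 Material: TRPML3-YFP stable HEK293 cells | Dosing: One concentration, 3 µM nominal, 0.3% DMSO | Timing: 125 s total fluorescence read per well | Technique: Fluo-8 calcium dye fluorescence, ex 470-495, em 515-575 nm | Measure: Percent activation from peak-to-basal fluorescence ratio, scaled between DMSO and carbachol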
# NCF1 inh = p47phox (human) inhibition; 220,000 tested, 0.53% active; inhibition, % at 24.7 µM; P14598; p47phox/p22phox peptide binding, fluorescence polarization, 2 h;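 active = inhibition above about 30%, limit read from the data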;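 also: 0% = p47phox with labelled peptide and 100% = labelled peptide alone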
# zfTRPN1 agonist = activates the zebrafish TRPN1 channel | HEK293 zebrafish TRPN1-YFP, Fluo-8 calcium fluorescence; 100% = response to 87 µM carbachol | activation, % at 3 µM | 220,000 tested, 0.18% active;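 active = activation above its plate's cutoff, the mean activation of test wells on that plate plus 3 SD, cut at about 19% in these data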;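 also: 0% = DMSO alone and 100% = 87 µM carbachol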
#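 Material – zebrafish TRPN1-YFP in HEK293 cells · Doses – 3 µM single point · Schedule – dye 1 h 37 °C plus 30 min RT · Signal – Fluo-8 calcium fluorescence, excitation 470-495 nm, emission 515-575 nm · Read-out – % activation versus carbachol response · Control set – carbachol high, DMSO low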
# Runt-SMMHC FRET = blocks binding of human RUNX1 Runt domain to CBFb-SMMHC | inhibition, % at 20 µM | Q01196+Q13951 | AID 1434 | Cerulean-Runt/Venus-CBFb-SMMHC FRET ratio 530/480, 1 h | 220,000 tested, 0.74% active;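 active = mean inhibition across duplicate retests at 20 µM reaching about 50%, limit read from the data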;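 also: 0% = DMSO wells and 100% = wells with excess untagged CBFb-SMMHC; inhibitors lower the FRET ratio by blocking Runt binding to CBFb-SMMHC; some results filed as inactive read as strong as hits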
# Target sequence (Q01196 whole entry, looked up, the tested form may be a part): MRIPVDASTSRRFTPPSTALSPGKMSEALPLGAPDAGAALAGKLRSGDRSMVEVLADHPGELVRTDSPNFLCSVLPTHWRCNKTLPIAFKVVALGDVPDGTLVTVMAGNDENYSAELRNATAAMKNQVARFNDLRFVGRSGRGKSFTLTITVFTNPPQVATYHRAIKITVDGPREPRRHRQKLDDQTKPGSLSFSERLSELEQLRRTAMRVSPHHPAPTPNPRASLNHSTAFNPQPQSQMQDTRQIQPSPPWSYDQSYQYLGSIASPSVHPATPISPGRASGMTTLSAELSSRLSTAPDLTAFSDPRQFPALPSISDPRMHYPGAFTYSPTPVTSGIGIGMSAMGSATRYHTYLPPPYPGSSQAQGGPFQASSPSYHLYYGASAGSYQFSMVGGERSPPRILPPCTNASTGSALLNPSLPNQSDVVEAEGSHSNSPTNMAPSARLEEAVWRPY
# Target sequence (Q13951 whole entry, looked up, the tested form may be a part): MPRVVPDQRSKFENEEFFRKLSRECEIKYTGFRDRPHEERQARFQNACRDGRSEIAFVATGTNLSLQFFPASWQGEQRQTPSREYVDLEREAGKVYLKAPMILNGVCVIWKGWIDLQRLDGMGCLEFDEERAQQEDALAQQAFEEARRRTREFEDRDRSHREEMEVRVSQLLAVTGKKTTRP
# TNF necrop inh = TNF-alpha cell death inhibition in Jurkat FADD-/- cells | Jurkat FADD-/- TNF necroptosis rescue, ATP luminescence, 24 h; 0 = TNF only, 100 = no-TNF cells | activation (protection from cell death), % at 10 µM | 220,000 tested, 0.068% active | AID 463075;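 active = activation, meaning protection from cell death, of at least 50% relative to plate controls; inactive = activation below 50%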;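 also: necroptosis triggered by 40 ng/mL TNF-alpha added together with compound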
# EBV gp42 block = inhibitors of Epstein-Barr virus glycoprotein 42; Q1HVG2; Fluorescence polarization binding assay, mP read-out; inhibition, % (tested at 21.74 µM); 220,000 tested, 0.42% active; in the data active = inhibition above about 50%
# Target sequence (Q1HVG2 whole entry, looked up): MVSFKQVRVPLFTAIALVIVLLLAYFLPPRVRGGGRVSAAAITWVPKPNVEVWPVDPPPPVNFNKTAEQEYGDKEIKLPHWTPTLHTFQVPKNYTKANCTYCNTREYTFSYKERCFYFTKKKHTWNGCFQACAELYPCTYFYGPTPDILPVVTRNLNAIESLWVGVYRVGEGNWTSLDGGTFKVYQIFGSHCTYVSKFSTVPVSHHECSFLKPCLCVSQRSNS
# CHOP inhibitor = CHOP inhibition in unfolded protein response. inhibition, % at 10 µM. 220,000 tested, 3.8% active. CHO-K1 CHOP-promoter luciferase, tunicamycin-induced, 15-18 h;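 active = compounds that reduced the stress-induced luciferase reporter signal by more than about 70% of percent inhibition, limit read from the data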;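 also: 0% = tunicamycin plus vehicle and 100% = wells without tunicamycin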
# PPC-1+TRAIL kill = compounds killing PPC-1 cancer cells with TRAIL present (potentiator screen, no TRAIL-free arm); cell killing (% activity), % at 4 µM; PPC-1 cells + TRAIL, ATPLite viability luminescence; 220,000 tested, 0.41% active;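 active = cell killing above 50% in the first pass at 4 µM, then a duplicate retest at 5 µM averaging 50% or more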;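 also: plate controls were cells with TRAIL plus DMSO for no effect and medium-only wells lacking cells for full effect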
# Mdm2 ligase inh = inhibitors of human Mdm2 E3 ubiquitin ligase; Q00987; cell-based MDM2 ubiquitination luciferase reporter, 2 h; 0 = plate control, 100 = twice control, blank-subtracted; signal enhancement, % at 5 µM; 210,000 tested, 0.11% active;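 active = signal enhancement of 30% or more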;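 also: luminescence tracks abundance of the self-degrading MDM2-luciferase fusion protein; higher signal means inhibition of MDM2 E3 ligase activity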
#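 test system = mammalian cells stably expressing self-ubiquitinating, self-degrading MDM2 E3–luciferase fusion | quantity = 2000 cells/well | incubation = cell settling 4 h, compound treatment 2 h, both 37 °C | signal = luminescence with SteadyLite reagent, 15 min at room temperature | evaluation = % enhancement relative to plate controls after blank subtraction | benchmarks = plate controls and plate blanks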
# * hit, by the source's call; x = no result given.
SMILES,TRPML3 agonist,NCF1 inh,zfTRPN1 agonist,Runt-SMMHC FRET,TNF necrop inh,EBV gp42 block,CHOP inhibitor,PPC-1+TRAIL kill,Mdm2 ligase inh
Cc1ccc(C(=O)N2CCN(S(=O)(=O)c3ccc(C)c([N+](=O)[O-])c3)C2)cc1,-0.2,4,-2.0,5,-0.1,4,11,2,0
Cc1cc2cc(CN(CCCN3CCOCC3)C(=O)NC3CCCCC3)c(=O)[nH]c2cc1C,1.1,-21,-0.2,-5,0.3,-15,-7,9,-3
COCCCNCC(O)C(F)(F)F (configuration not stated),0.4,-16,-0.6,2,-1.0,-15,31,-7,-7
CCC1CCCCN1CCCNC(=O)CC1Oc2ccccc2NC1=O (configuration not stated),0.6,-9,1.6,-3,0.1,-3,15,-5,-2
Cc1ccc(C2CCN(C(=S)NC(C)C)C2)cc1 (configuration not stated),0.4,x,-0.6,4,0.2,-12,13,4,x
CCC(=O)Nc1cc(=O)[nH]c2ncnn12,-0.2,1,0.9,0,0.9,-8,27,20,18
CCn1c(CNc2nc(-c3ccccc3)cs2)nnc1SCC(=O)NCc1ccccc1,1.3,-13,-1.1,-5,-0.4,5,38,8,4
Cc1cccc(Cn2c(N3CCCCC3C)nc3c2c(=O)[nH]c(=O)n3C)c1 (configuration not stated),-1.2,-17,-1.5,3,-2.5,-17,42,-3,-7
Cc1nc(C)c(-c2csc(NCc3ccco3)n2)s1,-0.4,-11,-0.9,4,-0.6,2,2,12,-10
Cc1oc(S(=O)(=O)N2CCOCC2)cc1C(=O)Nc1ccc(Cl)cc1,0.5,1,-1.4,-1,0.9,0,4,4,-5
COc1ccc(OCCSc2nc(C)c(Cc3ccccc3)c(=O)[nH]2)cc1,0.3,-6,-0.1,1,-0.4,-2,-6,4,x
CCN(CC)S(=O)(=O)c1ccc(Cl)c(C(=O)Nc2cc(C)nn2-c2ccccc2C(F)(F)F)c1,-0.5,-12,-1.4,0,2.5,-12,-8,3,-12
Cc1sc(-c2ccncc2)nc1OC(=O)c1cc(Cl)cc(Cl)c1,0.6,-4,0.0,-133,-6.7,-22,104*,-17,-2
NC(=O)C1CCN(C(=O)CN(c2cccc(C(F)(F)F)c2)S(=O)(=O)c2ccccc2)CC1,0.8,-6,1.5,2,0.6,-11,-18,12,-25
COc1ccnc(Oc2ccc(F)cc2)c1C(=O)N/C=N/OCc1ccc(Cl)cc1Cl,0.7,-5,0.9,0,-13,-4,4,-12,-4
Cc1cc(C)nc(SCc2nnc(SCC(=O)Nc3c(C)cccc3C)o2)n1,0.2,-11,2.5,0,0.1,0,-2,15,-4
COC(=O)c1cc(NC(=O)c2ccccc2)c(=O)oc1C,1.1,-26,1.3,-1,-0.3,-10,22,10,-11
O=C(NCCCN1CCOCC1)c1ccc(NC(=O)C2COc3ccccc3O2)cc1 (configuration not stated),0.8,-5,0.3,2,1.1,-29,-14,2,-10
Cc1cccc(C)c1NC(=O)Cn1nc(-c2ccccc2)nc1-c1ccccc1,0.3,-4,0.8,7,-3.5,2,-11,0,-26
CCOC(=O)c1c(NC(=O)CSc2nnc3ccccn23)sc2c1CCC2,-1.2,-1,-0.8,0,1.3,-7,61,3,6
COC(=O)c1cc(NC(=O)N2c3ccccc3Sc3ccccc32)cc(C(=O)OC)c1,-0.7,-21,-0.9,4,-11,-8,8,13,-10
CC(C)(C)c1ccc(OCC(=O)N(c2ccccn2)C2CCCCC2)cc1,0.6,-3,-0.4,1,4.3,-12,21,15,1
O=C(NC(=S)N1CCN(C/C=C/c2ccccc2)CC1)c1ccc(F)cc1,1.0,-2,0.0,-4,3.3,-13,-3,5,-18
COC(=O)c1ccccc1NC(=O)c1ccc(NS(C)(=O)=O)cc1,0.7,5,0.8,3,-1.1,-10,25,31,-3
O=C(c1cc(-c2ccccn2)nc2ccc(Br)cc12)N1CCN(S(=O)(=O)c2ccccc2)CC1,0.2,-49,-0.9,-9,4.1,-4,5,24,1
C=C(C)COc1ccc(-c2nc(N)nc(C)c2Oc2ccccc2OC)c(O)c1,-0.7,-37,0.1,-1,1.8,-7,85*,13,1
Cc1cnc(C(=O)OCC(=O)NC(C)CCc2ccccc2)cn1 (configuration not stated),0.6,-9,-0.3,-1,1.0,-13,11,-7,-7
CCNc1nc(NCC)nc(N/N=C/c2ccc(O)c(O)c2)n1,0.3,-13,-0.1,15,7.4,-1,-21,-4,16
Cc1cc(-n2c(C)cc(C(=O)CSc3ccc4c(c3)OCCO4)c2C)no1,0.2,-16,-1.8,2,-4.6,-6,25,7,-7
CC(=O)Oc1ccc(-n2c(=O)c3ccccc3c3ccccc3c2=O)cc1,1.1,6,1.1,-2,1.6,-10,18,-5,-1
CC(=O)c1cn(Cc2ccccc2)c(=O)n(Cc2ccc(F)cc2)c1=O,0.1,-2,0.3,2,-1.0,-17,28,25,-12
CCOC(=O)c1cc(=O)[nH]c2ccccc12,0.4,-2,0.7,0,-1.4,-14,8,-5,-7
CN(CC(=O)Nc1ccc(F)c(F)c1F)c1cnccn1,0.2,-13,-0.8,x,-0.6,-31,74*,x,-17
Cn1c(SCC(=O)Nc2ccccc2)nnc1-c1ccc2nonc2c1,-0.3,2,0.1,-2,-0.2,-6,7,-1,-7
O=C(NCc1cn(-c2ccccc2)nc1-c1ccccc1)c1cc([N+](=O)[O-])cc([N+](=O)[O-])c1,0.4,-28,-0.4,-4,-1.7,-21,6,12,-5
Cc1ccc(C(=O)COC(=O)CNC(=O)c2ccco2)cc1,0.6,1,1.3,4,-0.2,-8,17,1,-19
COc1ccc(CN(C)Cc2nc3cc(OC)c(OC)cc3c(=O)[nH]2)c(OC)c1,0.6,-14,1.1,1,0.8,1,14,22,2
Cc1ccc(CNC(=O)C2CC(c3cccc([N+](=O)[O-])c3)=NO2)cc1 (configuration not stated),0.7,-6,-0.1,1,7.7,-9,-14,21,-4
O=C(NNC1=NC2(CCCC2)Cc2ccccc21)c1ccncc1,0.1,7,-0.1,-3,0.6,-5,5,x,-3
Cc1cc(C)nc(NS(=O)(=O)c2ccc(NC(=O)c3cc(-c4ccccc4)nc4ccccc34)cc2)n1,0.2,-21,-0.7,-7,1.6,-2,102*,3,-3
FC(F)C(F)(F)c1cc(-c2ccccc2)n[nH]1,1.5,-2,3.3,-6,0.3,-21,18,2,-18
CCOc1ccc(CNC(=O)c2ccc(Sc3ccc(Cl)cc3)c(NC(C)=O)c2)cc1OC,1.3,-11,1.5,-12,4.2,-20,19,11,-6
CN(Cc1ccccc1)S(=O)(=O)c1ccc(Cl)nc1,-0.6,-9,-0.4,0,-3.1,-13,8,-2,0
S=C(NCc1ccccc1)NCc1cccc(CNC(=S)NCc2ccccc2)c1,-0.3,-19,-2.5,0,1.2,1,-14,12,-16
Cn1c(Oc2ccccc2)c(C=O)c2ccccc21,-1.7,-10,-2.6,4,-6.6,-16,13,6,-4
CN(C(=O)c1ccccc1OC1CCN(S(C)(=O)=O)CC1)C1CCOC1 (configuration not stated),0.6,9,-0.5,-3,1.1,0,1,-3,-11
O=C(Cn1cnc2ccccc2c1=O)Nc1cccc(S(=O)(=O)N2CCCCC2)c1,0.6,-4,2.0,1,-0.2,-27,20,13,-7
COc1ccccc1-c1ccc(SCc2cccc(F)c2)nn1,-0.1,-27,-2.0,-3,3.0,-20,20,4,-24
CCOC(=O)C1CCN(S(=O)(=O)c2ccc(OCC)cc2)CC1,0.1,-23,2.1,3,0.3,-5,37,-8,-5
NCCCC[C@@H]1NC(=O)c2cc([N+](=O)[O-])cc(F)c2NCCCC[C@@H](C(N)=O)NC(=O)CNC1=O,0.5,8,0.0,5,0.3,-8,-6,-4,x
COc1ccc(C2CCCN2C(=S)Nc2ccc(C)cc2C)cc1OC (configuration not stated),1.4,3,2.9,-1,-0.2,6,4,4,-23
Cc1ccc(S(=O)(=O)NCC(=O)OCC(=O)NC(=O)c2cccn2C)cc1,1.0,-17,0.0,-3,0.9,4,-10,24,-24
Cc1cc(C)c(Cn2ncn(-c3ccc(Br)cc3)c2=O)c(C)c1,0.6,-29,-0.4,-5,0.4,-3,3,12,-2
COc1ccc(N(CC(=O)Nc2cccc(C)c2)S(=O)(=O)c2c(C)n[nH]c2C)cc1,-0.1,-11,0.5,-2,-1.1,5,19,12,28
CCOc1ccccc1NC(=O)NCc1ccco1,-0.1,-13,0.2,-3,2.9,-16,6,-8,-6
COc1ccc(/C=N/NC(=O)c2ccn[nH]2)cc1COc1ccc(Cl)cc1,-0.5,-22,-1.9,-3,-9.8,-16,8,20,-12

# Filtered by structure, the compounds so far containing a Cl atom
SMILES,TRPML3 agonist,NCF1 inh,zfTRPN1 agonist,Runt-SMMHC FRET,TNF necrop inh,EBV gp42 block,CHOP inhibitor,PPC-1+TRAIL kill,Mdm2 ligase inh
Cc1oc(S(=O)(=O)N2CCOCC2)cc1C(=O)Nc1ccc(Cl)cc1,0.5,1,-1.4,-1,0.9,0,4,4,-5
CCN(CC)S(=O)(=O)c1ccc(Cl)c(C(=O)Nc2cc(C)nn2-c2ccccc2C(F)(F)F)c1,-0.5,-12,-1.4,0,2.5,-12,-8,3,-12
Cc1sc(-c2ccncc2)nc1OC(=O)c1cc(Cl)cc(Cl)c1,0.6,-4,0.0,-133,-6.7,-22,104*,-17,-2
COc1ccnc(Oc2ccc(F)cc2)c1C(=O)N/C=N/OCc1ccc(Cl)cc1Cl,0.7,-5,0.9,0,-13,-4,4,-12,-4
CCOc1ccc(CNC(=O)c2ccc(Sc3ccc(Cl)cc3)c(NC(C)=O)c2)cc1OC,1.3,-11,1.5,-12,4.2,-20,19,11,-6
CN(Cc1ccccc1)S(=O)(=O)c1ccc(Cl)nc1,-0.6,-9,-0.4,0,-3.1,-13,8,-2,0
COc1ccc(/C=N/NC(=O)c2ccn[nH]2)cc1COc1ccc(Cl)cc1,-0.5,-22,-1.9,-3,-9.8,-16,8,20,-12
